M5 antag: CHRM5 antagonism in calcium assay | CHO-hM5 cells, Fluo-8 calcium fluorescence, ACh EC80 | inhibition, % at 3 µM | 360,000 tested, 0.59% active;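 active = inhibition above a per-plate cutoff, the mean of that plate's test compounds plus 3 SD, cut at about 27% in these data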;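 also: 0% = acetylcholine EC80 with DMSO and 100% = DMSO without agonist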
M1 antag: blocks human M1 muscarinic receptor | CHO-K1 hM1, Fluo-8 calcium fluorescence, ACh EC80 antagonist | inhibition, % at 3 µM | 360,000 tested, 1.3% active | AID 588852;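 active = percent inhibition above its own plate's cutoff, namely the mean of that plate's compound wells plus 3 SD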;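 also: peak over basal fluorescence ratio during 140 s after agonist addition; 0% = ACh EC80 plus DMSO and 100% = DMSO alone without agonist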
Target sequence (P11229 whole entry, looked up): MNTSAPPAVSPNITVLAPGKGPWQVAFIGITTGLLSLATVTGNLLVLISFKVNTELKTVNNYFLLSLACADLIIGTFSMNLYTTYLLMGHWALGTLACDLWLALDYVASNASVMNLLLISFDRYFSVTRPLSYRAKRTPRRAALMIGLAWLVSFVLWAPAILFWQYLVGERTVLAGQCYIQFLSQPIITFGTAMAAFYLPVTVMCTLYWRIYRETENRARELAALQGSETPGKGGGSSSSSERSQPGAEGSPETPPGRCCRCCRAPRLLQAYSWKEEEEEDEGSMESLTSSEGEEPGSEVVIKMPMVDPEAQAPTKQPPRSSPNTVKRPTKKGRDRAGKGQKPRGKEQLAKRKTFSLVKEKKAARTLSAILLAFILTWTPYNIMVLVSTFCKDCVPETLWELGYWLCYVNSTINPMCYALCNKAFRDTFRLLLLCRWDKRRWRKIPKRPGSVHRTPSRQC
CRFBP-R2 agonist: agonists of human CRF-binding protein/CRF-R2 receptor complex. 350,000 tested, 0.46% active. HEK293 CRF-R2/CRF-BP, calcium dye fluorescence (FLIPR); percent of saturating CRF peptide response. activation, % at 13.2 µM;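 active = activation of at least 50%, plus an integration ratio under a set limit after plate pattern correction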;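 also: plate controls were neutral control wells without compound for no effect and CRF at EC100 for full effect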
M4 ag: agonists of human muscarinic M4 receptor (CHRM4). AID 624127. P08173. CHO-K1 hM4/Gqi5, Fluo-8 calcium fluorescence; vehicle 0%, full acetylcholine response 100%. activation, % at 3 µM. 360,000 tested, 0.14% active;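 active = activation above the run mean over all test wells plus 3 SD, cut at about 32% in these data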;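 also: peak over basal fluorescence ratio per well then scaled between controls; 0% = DMSO wells and 100% = acetylcholine at EC100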
Target sequence (P08173 whole entry, looked up): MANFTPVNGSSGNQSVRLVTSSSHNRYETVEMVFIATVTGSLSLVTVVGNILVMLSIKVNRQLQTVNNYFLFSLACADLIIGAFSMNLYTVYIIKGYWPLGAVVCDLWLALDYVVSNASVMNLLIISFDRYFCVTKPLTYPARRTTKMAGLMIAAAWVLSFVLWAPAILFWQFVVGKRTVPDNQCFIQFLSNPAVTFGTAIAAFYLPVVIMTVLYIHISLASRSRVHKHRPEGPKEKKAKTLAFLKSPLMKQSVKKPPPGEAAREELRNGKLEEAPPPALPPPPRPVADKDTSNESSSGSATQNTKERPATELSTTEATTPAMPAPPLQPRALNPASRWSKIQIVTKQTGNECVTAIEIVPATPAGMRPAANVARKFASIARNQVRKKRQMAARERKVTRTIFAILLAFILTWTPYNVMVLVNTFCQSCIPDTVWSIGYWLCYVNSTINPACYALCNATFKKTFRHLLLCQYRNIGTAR
M1 PAM: potentiates human M1 receptor response to acetylcholine. CHO-K1 hM1, Fluo-8 calcium fluorescence, ACh EC20; 0% = ACh EC20, 100% = maximal ACh. activation, % at 3 µM. 360,000 tested, 0.088% active. AID 588819; in the data active = activation above about 19%, passing the limit was not always enough
CHRM4 antagonist: blocks acetylcholine activation of human M4 receptor | AID 624125 | inhibition, % at 3 µM | 360,000 tested, 0.73% active | P08173 | CHO-hM4 cells, ACh EC80, Fluo-8 calcium fluorescence;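 active = inhibition above its plate's cutoff, the mean inhibition of sample wells plus 3 SD, cut at about 27% in these data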;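 also: 0% = acetylcholine EC80 with DMSO and 100% = DMSO without agonist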
M5 ag: CHRM5 agonism in calcium assay; P08912; CHO-K1 hM5 cells, Fluo-8 calcium fluorescence; 0% DMSO wells, 100% maximal acetylcholine response; activation, % at 3 µM; 360,000 tested, 0.19% active;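 active = activation above the run's mean over test compounds plus 3 SD, cut at about 23% in these data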;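 also: signal is peak over basal fluorescence ratio across the kinetic read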
M5 PAM: potentiates acetylcholine response at human M5 receptor. P08912. 360,000 tested, 0.3% active. activation, % at 3 µM. CHO-K1 hM5, Fluo-8 calcium, ACh EC20 PAM; 0% = ACh EC20, 100% = ACh EC100;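 active = activation above the run cutoff, the mean activation of all test compounds plus 3 SD, cut at about 18% in these data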
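Probe or stimulus: acetylcholine, EC20 level; Assay system: human M5 receptor in CHO-K1 cells; Schedule: compound preincubation 140 s before EC20 acetylcholine addition; Technique: intracellular calcium via Fluo-8 fluorescence; Dosing: single-point, 3 µM nominal; Read-out basis: percent activation from peak-over-basal fluorescence ratio, scaled EC20-to-EC100 acetylcholine; Repeats: one well per compound, no replicates.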
M4 PAM: potentiates acetylcholine response at human M4 receptor | P08173 | 360,000 tested, 0.4% active | CHO-K1 hM4/Gqi5, Fluo-8 calcium fluorescence, ACh EC20; 0% = ACh EC20, 100% = maximal ACh | activation, % at 3 µM;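 active = activation above its plate's cutoff, the mean activation of sample wells plus 3 SD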; also: some results filed as inactive read as strong as hits
Starred values were filed as active, the others as inactive; nt = no result given.

SMILES | M5 antag | M1 antag | CRFBP-R2 agonist | M4 ag | M1 PAM | CHRM4 antagonist | M5 ag | M5 PAM | M4 PAM
C(=C\c1ccco1)/C=N/n1cnnc1 | 4.8 | -4.5 | 2.1 | 0.8 | 10.2 | -4.0 | 0.6 | -9.1 | 3.1
COc1ccccc1C(=O)NNC(=O)C(=O)Nc1ccc(C)c(Cl)c1 | 7.2 | -7.6 | -1.0 | 2.5 | 8.2 | 7.3 | -3.0 | -3.1 | -3.8
C[C@@H]1CC[C@]2(O[C@H](CCO)C[C@@H](O)[C@@H]2O)O1 | -1.6 | 0.1 | -0.3 | -1.1 | 10.4 | -1.6 | 3.6 | 24.9* | 14.1
O=C(Nc1cccc(-n2cnnn2)c1)c1ccoc1COc1ccc(Cl)cc1 | 7.9 | 7.2 | 5.8 | 14.8 | -0.8 | -3.3 | 0.5 | -5.0 | 1.8
C=C1C(=O)OC2CC1C(O)CC(C)=CCCC(C)=CC(O)CC2C (stereo not given) | 4.3 | -19.7 | 1.0 | 1.5 | 8.8 | 5.5 | 5.9 | 5.5 | -4.3
COc1cc(/C=C(\C#N)C(=O)NCC2CCCO2)cc(OC)c1OC (stereo not given) | -16.9 | -4.1 | 1.8 | 2.4 | 9.2 | 2.4 | 1.1 | 1.8 | -2.5
COc1ccc(/C=C/C(=O)NCCc2c[nH]c3ccccc23)cc1OC | 0.9 | -9.2 | -0.3 | 10.1 | 1.8 | -1.0 | 4.1 | -3.1 | 1.0
CCCn1c(N)c(N(CCOC)C(=O)c2cccc(F)c2)c(=O)[nH]c1=O | -9.2 | -7.7 | 3.3 | 2.0 | 9.3 | -22.1 | -2.7 | 5.5 | 11.8
CC(C)(CNC(=O)C1c2ccccc2-c2ccccc21)N1CCOCC1 | 11.6 | 6.4 | -1.1 | 1.2 | -7.4 | -4.0 | -8.8 | 0.8 | 0.1
Cc1ccc(S(=O)(=O)CCC(=O)OCC(=O)NCCc2ccc(F)cc2)cc1 | 4.5 | -6.0 | -3.4 | 0.6 | 4.2 | 8.2 | -3.4 | -0.3 | -2.9
COc1ccc(C2CC(c3cccc(OC)c3OC)n3nnnc3N2)cc1 (stereo not given) | -0.2 | 9.0 | -1.4 | 1.5 | -2.7 | 2.5 | -2.6 | -1.7 | 5.2
Cc1ccc(CC(=O)O/N=C(\N)c2ccncc2)cc1 | -16.4 | -3.2 | -0.3 | 5.4 | 11.4 | -16.1 | 4.8 | 3.9 | 4.4
Cc1c(NC(=O)CC(=O)Nc2c(C)n(C)n(-c3ccccc3)c2=O)c(=O)n(-c2ccccc2)n1C | -1.8 | 1.8 | -1.0 | 0.5 | 2.0 | 10.8 | 1.6 | 2.3 | 3.9
CCn1ccnc1CN1CCC(CO)(CCOc2ccccc2)CC1 | -4.4 | 0.6 | 1.0 | 1.3 | -8.6 | -0.1 | -4.9 | -1.4 | -6.2
Cc1c(C(=O)N2CCCCC2)oc2ccccc12 | 8.0 | -9.0 | -0.5 | -0.2 | 1.8 | 8.5 | -0.9 | -4.9 | -2.2
CCCCOC(=O)Nc1nnc(-c2ccccc2OC)s1 | 3.1 | -8.7 | -0.1 | 0.3 | 5.3 | 5.3 | -1.6 | -4.3 | 3.9
COc1ccc(NC(=O)c2sc3nc(N4CCCC4)c4c(c3c2N)CC(C)(C)OC4)cc1 | 8.1 | -4.5 | -1.4 | 7.2 | 5.1 | -14.1 | -4.3 | -0.9 | -2.3
COc1cccc(N=Nc2c(N)[nH][nH]c2=O)c1 | -2.1 | -7.1 | -0.3 | 0.8 | 7.0 | 0.0 | 0.4 | -1.8 | 4.7
COC(=O)[C@@]12C[C@@H](CC(=O)NCC34CC5CC(CC(C5)C3)C4)C(=O)N(Cc3ccco3)C1=CCC(C)(C)C2 | 3.6 | nt | nt | 4.5 | nt | 6.3 | -2.4 | -1.7 | -6.4
COc1ccc(-c2nc(C#N)c(N3CCc4ccccc4C3)o2)cc1OC | 6.2 | 11.1 | 0.2 | 1.9 | -0.7 | 10.6 | -4.1 | -6.9 | -13.0
O=C(c1cnc(Cl)c(Cl)c1)N1CCC(Cc2ccccc2)CC1 | 2.8 | -5.1 | 3.0 | -0.8 | 13.2 | -6.5 | 0.1 | 0.5 | 6.3
COc1ccc(C2=CN(Cc3ccccc3)CCC2=O)cc1 | 3.1 | -5.3 | -0.4 | 8.8 | 1.8 | -9.3 | 7.4 | 0.9 | 12.2
CC1(C(=O)N/N=C/c2ccccc2)CC1(Cl)Cl (stereo not given) | -7.0 | -3.6 | -0.3 | -1.0 | 2.5 | -10.3 | -0.6 | -0.7 | -5.1
CC1CC(C)CN(S(=O)(=O)CCNC(=O)c2ccc3c(c2)OCO3)C1 (stereo not given) | 1.8 | -2.4 | -1.0 | 2.5 | 2.9 | -7.1 | -1.0 | 3.1 | 8.3
O=C(CC1CCCC1)Nc1ccc(Br)cc1 | 10.9 | 7.7 | 0.6 | 1.8 | -3.6 | 0.2 | -2.5 | -1.8 | -3.8
NC(=O)C1(N2CCCCC2)CCN(Cc2nc3ccccc3c(=O)[nH]2)CC1 | 4.7 | -7.1 | 1.9 | 2.8 | 6.1 | -3.5 | 2.3 | -2.4 | 8.6
CC(Oc1ncnc2ccccc12)C(=O)Nc1cccc(S(=O)(=O)N2CCOCC2)c1 (stereo not given) | -0.3 | -0.1 | 0.8 | 1.8 | 6.8 | 7.1 | 1.2 | -1.1 | -5.0
Cc1cc([N+](=O)[O-])nn1CCCC(=O)Nc1sc2c(c1C(N)=O)CCCC2 | -2.2 | -4.2 | -0.5 | 0.3 | 10.4 | 1.4 | 1.9 | 2.3 | 5.4
CCOC(=O)CSc1n[nH]c(NC(=O)CC)n1 | -1.4 | -1.9 | -1.6 | 0.7 | 4.0 | -3.0 | -0.7 | -3.4 | -1.2
COc1cc([N+](=O)[O-])c2nc(C(=O)O)ccc2c1 | 6.6 | -21.3 | -2.4 | 0.0 | 12.7 | 1.3 | 1.6 | -8.0 | 1.1
CC1(C)Cc2ccccc2-c2nnnn21 | -5.8 | -17.0 | -1.0 | 0.3 | 18.6 | -2.7 | 0.6 | 11.2 | 4.7
Cc1nn(CC2CC2)c(=O)n1-c1ccc(Oc2ccccc2)cc1 | 12.3 | 22.3 | -1.1 | 1.0 | -11.4 | 2.9 | -14.4 | -9.0 | -2.2
CCCS(=O)c1nc(C)cc(C)c1S(C)(=O)=O (stereo not given) | -18.2 | -8.6 | 0.1 | 0.1 | 14.3 | -6.6 | 0.7 | 5.6 | 2.9
Nc1ccc2c3c(cccc13)CC2 | 6.8 | 5.2 | 2.6 | 11.0 | 8.5 | 12.7 | 16.6 | 2.3 | 15.2
COc1ccccc1-c1nnc(NC(=O)c2ccc(S(=O)(=O)N3CCCC3)cc2)o1 | -5.7 | -10.5 | -2.6 | 1.0 | 7.0 | -8.2 | -3.2 | 0.3 | 1.8
O=C1CC(C2CCCO2)C(=O)N1c1ccc(Cl)c(Cl)c1 (stereo not given) | 6.8 | -4.4 | -0.5 | 0.8 | 5.8 | -6.2 | 0.2 | -3.0 | -2.7
CC(C)COC(=O)N1CCCC1C(=O)O (stereo not given) | 10.2 | -9.8 | -0.7 | 0.4 | 5.7 | -3.7 | 0.5 | -3.3 | 1.7
Cc1cccc(NC(=O)CSCC(=O)Nc2ccccc2C(=O)N2CCCCC2)c1 | -4.9 | -0.1 | 0.2 | 1.9 | 1.2 | -2.6 | 1.2 | -0.5 | -3.7
Cc1nnc(NC(=O)CSc2nnc(Cc3cccn3C)n2-c2ccccc2)s1 | 5.6 | -2.3 | 0.5 | 0.5 | -0.1 | -12.2 | 2.3 | -8.0 | -0.8
CS(=O)(=O)c1ccc(C(=O)NC2CCOC2=O)cc1 (stereo not given) | -1.9 | 2.5 | -0.1 | 0.2 | 0.2 | 8.8 | -2.1 | 4.7 | -1.7
CCN(CC)S(=O)(=O)c1cc(NC(=O)COC(=O)c2c(C)noc2C)ccc1C | 0.9 | 0.3 | -1.0 | 6.0 | 10.7 | -8.5 | 4.1 | -1.2 | 16.7
COc1ccccc1-c1cc(NC=O)c2ncc(-c3ccc(S(C)(=O)=O)cc3)n2c1 | 9.9 | 7.3 | nt | 14.3 | -3.5 | 3.7 | 4.7 | -5.5 | -5.3
Cc1ccc(-c2cn(CCN)c(-c3ccc(Cl)nc3)n2)cc1 | -3.4 | -11.6 | -3.1 | 0.5 | 13.3 | -2.6 | -1.0 | 8.9 | 12.2
Cc1oc(-c2ccc(Cl)cc2)nc1CS(=O)CC(=O)NCc1ccc2c(c1)OCO2 (stereo not given) | -2.6 | -10.7 | -6.0 | 1.8 | 3.5 | -6.4 | -2.0 | -3.5 | 1.5
CC(=O)c1ccc(C(=O)Nc2ccc(N3CCOCC3)cc2)cc1 | -4.4 | -3.7 | -0.9 | 0.7 | 5.5 | -0.9 | 1.6 | 3.6 | 6.5
COc1cc(CN=Cc2c(O)n(Cc3ccccc3)c(=S)[nH]c2=O)cc(OC)c1 | 10.2 | -8.8 | 1.7 | -0.6 | 5.5 | -5.7 | -0.8 | -2.4 | -3.3
O=[N+]([O-])c1ccc(COc2cccc(CN3CCCC3)c2)cc1 | -4.1 | 10.2 | 0.2 | 2.9 | -9.8 | -14.5 | -1.8 | 2.5 | -5.1
O=C(Nc1ccnn1C1CCN(CC2CC=CCC2)CC1)c1ccccc1Cl (stereo not given) | 7.8 | 8.7 | 2.6 | 0.8 | -2.3 | 6.4 | -9.5 | -3.1 | 0.3
CNC(=O)c1ccc(-c2ccc(OC)cc2)s1 | 7.0 | -3.2 | -0.8 | 0.1 | 3.8 | -3.0 | -2.2 | 1.9 | 6.7
COc1ccc2cc3c(N)nn(C(=O)c4cccc([N+](=O)[O-])c4)c3nc2c1 | 5.2 | -4.5 | -3.9 | 11.2 | -9.2 | -11.0 | -0.6 | -8.7 | -6.0
O=C(CC1C(=O)NCCN1Cc1ccc(-c2ccccc2)cc1)NCCCn1ccnc1 (stereo not given) | 7.2 | 0.4 | -0.7 | 0.2 | 0.7 | 8.0 | -4.6 | -6.3 | 14.6
O=C(c1ccccn1)C1CCCN(Cc2cn[nH]c2-c2cc3ccccc3o2)C1 (stereo not given) | -0.6 | 4.1 | 1.3 | 3.4 | -12.2 | -4.7 | -4.4 | 0.2 | 6.0
O=C(C[C@H]1C[C@H](C(=O)N2CCCCC2)[C@@]2(CCc3ccccc3)c3[nH]c4ccc(Cl)cc4c3CCN2C1=O)NCc1ccco1 | -4.3 | 15.8 | -0.7 | 0.3 | -13.3 | 6.8 | 1.1 | -4.0 | -2.8

An excerpt of these results, in markdown.
| smiles | M5 antag | M1 antag | CRFBP-R2 agonist | M4 ag | M1 PAM | CHRM4 antagonist | M5 ag | M5 PAM | M4 PAM |
| --- | --- | --- | --- | --- | --- | --- | --- | --- | --- |
| COc1cc(CN=Cc2c(O)n(Cc3ccccc3)c(=S)[nH]c2=O)cc(OC)c1 | 10.2 | -8.8 | 1.7 | -0.6 | 5.5 | -5.7 | -0.8 | -2.4 | -3.3 |
| O=[N+]([O-])c1ccc(COc2cccc(CN3CCCC3)c2)cc1 | -4.1 | 10.2 | 0.2 | 2.9 | -9.8 | -14.5 | -1.8 | 2.5 | -5.1 |
| O=C(Nc1ccnn1C1CCN(CC2CC=CCC2)CC1)c1ccccc1Cl (stereo not given) | 7.8 | 8.7 | 2.6 | 0.8 | -2.3 | 6.4 | -9.5 | -3.1 | 0.3 |
| CNC(=O)c1ccc(-c2ccc(OC)cc2)s1 | 7.0 | -3.2 | -0.8 | 0.1 | 3.8 | -3.0 | -2.2 | 1.9 | 6.7 |
